# Tb PFK block: blocks T. brucei phosphofructokinase. O15648. T. brucei PFK, ADP-Glo luminescence. Potency, µM (series often up to 57.5 µM), without a hit: top-dose activity, negative = inhibition, hits mostly inhibitors. 330,000 compounds, 0.17% hits;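 also: potency is read from the fitted curve at half-maximal effect; 0% = uninhibited 1x PFK enzyme wells and -100% = no-enzyme wells; nearly all actives have a fitted effect of over 60% in size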
#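 1.25 nM PFK with 0.5 mM F6P and 0.1 mM ATP in 0.1 M TEA pH 8.0, 5 mM MgCl2, incubated 45 min at room temperature; ADP measured by ADP-Glo luminescence; compounds titrated up to 57 uM.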
# p53 reactivation: mutant p53 re-activation in reporter cells; H1299 p53-A138V BP100-luciferase reporter, luminescence, 24 h; Potency, µM (titrated, usually from 92.2 µM), for inactives: at the top dose activity change, positive = activation, most hits filed as activators; 320,000 compounds, 0.063% hits; AID 504706; also: potency is read from the fitted curve at half-maximal effect; % of control where 0% means no effect; nearly all actives have a fitted effect of over 45% in size
#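 H1299 (p53-null), stable ts p53-A138V + BP100-Luc; 1000 cells/well, Opti-MEM/10% FBS; cpd 4 pt, 1:5; 24 h, 37 deg C, 5% CO2; detection reagent 10 min RT; luminescence.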
# ELG1 repair inh: blocks ELG1-dependent DNA repair in HEK293T cells; HEK293T ELG1-luciferase reporter, luminescence, 16 h; DNA damage induced by 5-fluorouridine; Potency, µM (highest dose often 46.1 µM), without a hit: top-dose activity change, negative = inhibition, actives largely listed as inhibitors; 330,000 compounds, 2.3% hits; also: potency is read from the fitted curve at half-maximal effect; % is scaled to controls: 0 for no effect and ±100 for the full control effect; nearly all actives have a fitted effect of over 55% in size
#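 5-Fluorouridine DNA damage + compound/DMSO, 2,000 cells/well, 16 h, 37 °C/5% CO2. ONE-Glo, 30 min RT, luminescence. Readout = decrease in reporter signal.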
# Rab9 promoter act: activators of Rab9 promoter | Huh7 Rab9 promoter-luciferase reporter, luminescence, 24 h | Potency, µM (doses to about 9.22 µM), for inactives: top-dose activation, negative = inhibition, hits mostly activators | 320,000 compounds, 2.8% hits | AID 485297; also: potency is read from the fitted curve at half-maximal effect; % of control where 0% means no effect; nearly all actives have a fitted effect of over 60% in size
#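 Huh7 cells stably carrying a Rab9 promoter-luciferase reporter, 1500 cells per well in OP-MEM I with 10% FBS, treated with compound 24 hours at 37C. Luciferase activity read by luminescence after 10 minutes with Amplite reagent.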
# ELG1 genotoxic: genotoxicity induction in ELG1-luciferase HEK293T cells | HEK293T ELG1-luciferase reporter, luminescence, 16 h | Potency, µM (series often up to 46 µM), for inactives: at the top dose activity change, positive = activation, actives largely listed as activators | 330,000 compounds, 1.3% hits; also: potency is read from the fitted curve at half-maximal effect; % of control where 0% means no effect; nearly all actives have a fitted effect of over 60% in size
#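 ELG1-luciferase HEK293T cells, 2,000/well; compound pinned in; 16 hr, 37 °C, 5% CO2; ONE-Glo, 30 min RT; luminescence on CCD imager.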
# RORgamma inh: blocks mouse ROR gamma transcriptional activity | Drosophila S2 Gal4-RORgamma UAS-luciferase reporter, 20 h | Potency, µM (series often up to 53.6 µM), for inactives: top-dose activity change, negative = inhibition, hits mostly inhibitors | 310,000 compounds, 5.4% hits; also: potency is read from the fitted curve at half-maximal effect; % is scaled to controls: 0 for no effect and ±100 for the full control effect; nearly all actives have a fitted effect of over 60% in size
#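 Compounds are pin-transferred onto Drosophila Schneider cells expressing a copper-inducible Gal4–ROR gamma transactivation domain fusion. After 1 hr, copper sulfate is added to 700 uM final; luciferase is read 20 hr later.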
# FLuc counter: inhibits or activates purified firefly luciferase, miR-21 counter-screen | P08659 | purified FLuc, Km substrates, luminescence inhibition | Potency, µM (highest dose often 57.5 µM), without a hit: at the top dose activity change, negative = inhibition, most hits filed as inhibitors | 360,000 compounds, 6.9% hits | AID 588342;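 also: potency is read from the fitted curve at half-maximal effect; plate controls were vehicle for no effect and reference inhibitor for full effect; nearly all actives have a fitted effect of over 55% in size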
#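 Purified P. pyralis luciferase, 10 nM final, with Km-level 10 uM D-luciferin and 10 uM ATP in 50 mM Tris acetate pH 7.5, 10 mM Mg acetate, 0.01% Tween-20, 0.05% BSA; 6-point qHTS titration about 60 µM downward; luminescence read.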
# NPC1 prom act: activators of NPC1 promoter | Huh7 NPC1 promoter luciferase reporter, 24 h | Potency, µM (highest dose often 9.22 µM), for inactives: at the top dose activation, actives largely listed as activators | 320,000 compounds, 2.4% hits;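 also: potency is read from the fitted curve at half-maximal effect; % of control where 0% means no effect; nearly all actives have a fitted effect of over 60% in size; reporter is driven by a mutant NPC1 promoter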
#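 Luminescence from an NPC1 promoter-driven luciferase reporter in stably transfected Huh7 cells was measured after 24 h compound treatment at 37 °C, followed by 10 min ambient incubation with luciferase detection reagent.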
# TRPV1 ag: activates the human vanilloid receptor TRPV1 | TRPV1-expressing cells, Fluo-8 calcium influx, agonist mode | activation, % at 8.33 µM | 320,000 compounds, 0.19% hits | AID 540275; in the data active = activation above about 80%; inconclusive = between about 30% and that limit; also: 0% is about no effect
# Target sequence (Q8NER1 whole entry, looked up): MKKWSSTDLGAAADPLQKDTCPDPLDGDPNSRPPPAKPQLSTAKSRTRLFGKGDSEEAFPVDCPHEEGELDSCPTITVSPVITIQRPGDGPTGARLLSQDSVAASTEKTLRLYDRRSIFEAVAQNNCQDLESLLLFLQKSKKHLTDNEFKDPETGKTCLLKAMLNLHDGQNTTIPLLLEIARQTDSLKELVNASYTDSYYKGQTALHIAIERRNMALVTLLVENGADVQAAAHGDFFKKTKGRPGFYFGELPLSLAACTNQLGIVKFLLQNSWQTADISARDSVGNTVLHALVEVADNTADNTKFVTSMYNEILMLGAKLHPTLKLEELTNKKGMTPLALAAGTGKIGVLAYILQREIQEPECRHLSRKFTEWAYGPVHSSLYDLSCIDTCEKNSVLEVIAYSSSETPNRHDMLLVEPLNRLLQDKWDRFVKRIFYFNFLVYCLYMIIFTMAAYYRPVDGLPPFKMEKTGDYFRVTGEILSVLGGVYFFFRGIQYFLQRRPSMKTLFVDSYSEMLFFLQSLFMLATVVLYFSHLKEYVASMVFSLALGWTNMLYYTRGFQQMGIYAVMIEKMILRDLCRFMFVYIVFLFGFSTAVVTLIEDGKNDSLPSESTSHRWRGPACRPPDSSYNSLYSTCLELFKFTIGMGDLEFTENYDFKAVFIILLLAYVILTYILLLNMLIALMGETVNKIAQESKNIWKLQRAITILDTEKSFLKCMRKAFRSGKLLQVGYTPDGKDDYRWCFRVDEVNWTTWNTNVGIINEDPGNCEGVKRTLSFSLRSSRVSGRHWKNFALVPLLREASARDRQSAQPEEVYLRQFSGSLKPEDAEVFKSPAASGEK
#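 Fluo-8 calcium influx in TRPV1-expressing cells, kinetic read (ex 480/em 520 nm). Compound added and read 3 min for agonist activity, followed by capsaicin at EC20 final and 2 min further read for enhancement.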
# BRCA1 expr act: increases BRCA1 expression. MCF7-BRCA1-FFLuc reporter, luminescence, 48 h; response scale: scaled: vehicle 0%, 10 µM genistein 100%. Potency, µM (titrated, usually from 46.1 µM), inactives show top-dose activation, hits mostly activators. 380,000 compounds, 1.1% hits. AID 624202; also: potency is read from the fitted curve at half-maximal effect; nearly all actives have a fitted effect of over 80% in size; some results filed as inactive show a strong effect at the top dose
#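 Using MCF7 cells harboring a BRCA1 firefly luciferase reporter, plated 2 h before compound pinning, the screen measured luminescence after 48 h incubation. Responses were normalized to DMSO and 10 microM genistein, then fitted for concentration-effect.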
# Gal4-VP16 FLuc: counter-screen for ROR gamma inhibitors: Gal4-VP16 reporter; 310,000 compounds, 3.5% hits; Drosophila S2 Gal4-VP16 UAS-luciferase, luminescence, 20 h; Potency, µM (top dose mostly 53.6 µM), for the others: top-dose activity, negative = inhibition, usual class: inhibitors;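 also: Gal4-VP16 expression switched on by copper sulfate through the metallothionein promoter; potency is read from the fitted curve at half-maximal effect; % is scaled to controls: 0 for no effect and ±100 for the full control effect; nearly all actives have a fitted effect of over 50% in size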
# An asterisk follows results filed as active; ? = inconclusive; . = no result given; [ ] = another dose, or the depositor's remark. Unless noted, calls follow the shape of the dose curve; as a rule, active = well fitted curve in the direction sought with a large enough effect; inconclusive = small, poorly fitted or top-dose-only effect, or another doubt; inactive = no such curve, though single readings can be large; an effect the other way counts as inactive or inconclusive.
# Below each SMILES – Tb PFK block	p53 reactivation	ELG1 repair inh	Rab9 promoter act	ELG1 genotoxic	RORgamma inh	FLuc counter	NPC1 prom act	TRPV1 ag	BRCA1 expr act	Gal4-VP16 FLuc
Cc1onc(-c2ccccc2Cl)c1C(=O)Nc1nnc(-c2ccc(F)cc2)s1
  -2%	-9%	-2%	-3%	-2%	?	?	2%	3	-11%	-12%
Cc1cccc(OCC(=O)N/N=C\c2cc3c(cc2[N+](=O)[O-])OCO3)c1C
  -5%	-2%	?	-4%	-6%	30%	-12%	0%	-4	-14%	1%
CCS(=O)(=O)C1=NN2C(=N)/C(=C\c3ccc(OCCOc4cccc(OC)c4)c(OC)c3)C(=O)N=C2S1
  6%	-2%	3%	-1%	1%	11%	0%	12%	-2	60%	-24%
CC(=O)Nc1ccc(S(=O)(=O)N2CCC(C(=O)NCc3ccncc3)CC2)cc1
  1%	-4%	8%	0%	0%	-2%	0%	-3%	1	5%	-4%
C#CCSc1nsc(SCC#C)c1C#N
  -1%	2%	?	3%	-2%	23%	-16%	0%	-4	-11%	14%
O=C(CCC(=O)N1CCN(S(=O)(=O)c2ccc3ccccc3c2)CC1)Nc1cc(Cl)cc(Cl)c1
  -3%	0%	?	-12%	-4%	19%	-3%	-4%	4	-53%	-11%
Cc1c(NC(=O)COC(=O)c2ccc(Cl)nc2)c(=O)n(-c2ccccc2)n1C
  6%	-9%	0%	.	4%	.	.	.	.	7%	.
OC(CNC1CCCC1)COc1ccccc1Br (configuration not stated)
  -3%	5%	-25%	-1%	0%	-4%	-3%	2%	3	-2%	3%
COc1ccc(/C=C(\NC(=O)c2cccs2)C(=O)NCc2ccco2)cc1OC
  0%	5%	7%	-3%	1%	-4%	-1%	2%	0	0%	1%
COCCNC(=O)CN(C(=O)CCC(=O)Nc1ccccn1)c1ccc(C)c(C)c1
  -1%	7%	6%	0%	-4%	12%[1.91 µM]	-2%	3%	10	7%	-11%
COc1cc2c(cc1OC)-c1cc(N3CCCCCC3)nc(=O)n1CC2
  13%	-8%	-4%	0%	?	-36%	-15%	5%	4	-10%	-9%
CC(C)(C)N(Cc1ccccc1)C(=O)CN1C(=O)NC2(CCCCCC2)C1=O
  0%	-4%	7%	2%	-2%	.	4%	-1%	4	-16%	.
Cc1ccc(C(=O)OCC(=O)NC(=O)c2ccc(C(C)(C)C)cc2)c(O)c1
  -1%	3%	20%	-1%	0%	.	2%	-1%	-2	-16%	.
O=C(OCCOc1ccccc1)c1n[nH]c2ccccc12
  3%	10%	?	2.2µM*	?	5%	6µM*	3.5µM*	-1	?	-2%
NC(=O)c1cc(S(=O)(=O)N2CCc3ccccc3C2)cs1
  -4%	-5%	?	-15%	-5%	7%	-1%	-4%	5	-18%	0%
COc1ccc(N2CCN(C(CNC(=O)OCc3ccccc3)c3ccco3)CC2)cc1 (configuration not stated)
  -1%	?	-20%	-1%	-1%	?	?	6%	9	-11%	-6%
COC(=O)[C@]1(C)N[C@H](CN(C)C(=O)Nc2ccc(C(F)(F)F)cc2)[C@@H]2C(=O)N(C)C(=O)[C@@H]21
  -7%	-4%	?	.	1%	.	.	.	.	0%	.
CCn1c(C(=O)N2CCc3ccccc3C2)cc2oc3ccccc3c21
  -3%	7%	?	0%	-6%	-37%	?	2%	?	8%	-23%
Cc1ccc(Oc2ncccc2N)c2c1CCC2
  -4%	-1%	26%	-2%	-2%	-2%	0%	-3%	7	0%	7%
CCOC(=O)c1c(NC(=O)COC(=O)CNC(=O)c2ccco2)sc(C)c1C
  -1%	1%	17%	-1%	?	-1%	1%	-1%	22	-2%	3%
CSc1nc2nc(C)c(C/C=C/c3ccccc3)c(=O)n2[nH]1
  -1%	-2%	-12%	-13%	-1%	18%	?	-6%	-3	0%	3%
CN1C(=S)SC(N(O)C(=O)Nc2cccc3ccccc23)C1(C)C (configuration not stated)
  -4%	6%	5%	0%	-6%	2%	-1%	0%	-3	-44%	0%
O=C(CSc1nnc(NC(=O)C2CC2)s1)Nc1ccc2c(c1)OCCO2
  0%	0%	-8%	-7%	2%	-1%	?	-3%	1	13%	-1%
CC(C)CCC(C)NC(=O)C1CCN(S(=O)(=O)/C=C/c2ccccc2)CC1 (configuration not stated)
  -1%	6%	1%	0%	7%	-15%	0%	2%	2	-18%	-9%
O=C(NCCCN1CCCC1=O)c1ccc2c(=O)n(-c3ccc(F)cc3)c(=S)[nH]c2c1
  -2%	-3%	5%	10%	-4%	-3%	-3%	1%	-1	.	-10%
CCOC(=O)C1CCCN(C(=O)CCNC(=O)Cn2ccc3ccccc3c2=O)C1 (configuration not stated)
  1%	1%	1%	13%	0%	-29%	2%	1%	-1	1%	2%
CCN(CC(=O)Nc1ccc2c(c1)OCCO2)S(=O)(=O)c1ccc(F)cc1
  1%	-1%	0%	6%	1%	-12%	-2%	-2%	0	-2%	-1%
COc1nc(-c2ccccc2)c2c(c1C#N)CC(C)(C)OC2
  3%	-1%	1%	4%	0%	19%	3%	0%	15	-23%	15%
O=C(Cc1ncc(C(F)(F)F)cc1Cl)NCCc1ccccn1
  -1%	-1%	-7%	-7%	-6%	-7%	1%	1%	1	12%	-13%
C=CCN1CCN(C(=O)c2cc3c(s2)CCC(CC)C3)CC1 (configuration not stated)
  4%	12%	11%	?	8%	2%	-24%	0%	?	49%	13%
Cc1ccc(-c2nn3c(C)nnc3c3ccccc23)cc1S(=O)(=O)NCCN1CCOCC1
  0%	0%	?	3%	7%	-10%	0%	-9%	-1	-77%	5%
Cc1ccc(S(=O)(=O)NCC(C)NS(=O)(=O)c2ccccc2[N+](=O)[O-])cc1 (configuration not stated)
  2%	.	-6%	-10%	-2%	14%	1%	-10%	-1	-23%	-3%
CCc1noc(C)c1C(=O)Nc1cc(S(=O)(=O)N(CC)CC)ccc1N1CCOCC1
  12%	-8%	?	0%	0%	.	-1%	-2%	0	-27%	.
CC(C)CC(=O)O/N=C1\C(=O)N(Cc2ccc(Cl)cc2)c2ccc([N+](=O)[O-])cc21
  -23%	-8%	-23%	-42%[inhibitor]	-3%	17%	-2%	-32%[inhibitor]	-5	.	?

# Structural class: the entries above containing two or more sulfur atoms.
# Below each SMILES – Tb PFK block	p53 reactivation	ELG1 repair inh	Rab9 promoter act	ELG1 genotoxic	RORgamma inh	FLuc counter	NPC1 prom act	TRPV1 ag	BRCA1 expr act	Gal4-VP16 FLuc
CCS(=O)(=O)C1=NN2C(=N)/C(=C\c3ccc(OCCOc4cccc(OC)c4)c(OC)c3)C(=O)N=C2S1
  6%	-2%	3%	-1%	1%	11%	0%	12%	-2	60%	-24%
C#CCSc1nsc(SCC#C)c1C#N
  -1%	2%	?	3%	-2%	23%	-16%	0%	-4	-11%	14%
NC(=O)c1cc(S(=O)(=O)N2CCc3ccccc3C2)cs1
  -4%	-5%	?	-15%	-5%	7%	-1%	-4%	5	-18%	0%
CN1C(=S)SC(N(O)C(=O)Nc2cccc3ccccc23)C1(C)C (configuration not stated)
  -4%	6%	5%	0%	-6%	2%	-1%	0%	-3	-44%	0%
O=C(CSc1nnc(NC(=O)C2CC2)s1)Nc1ccc2c(c1)OCCO2
  0%	0%	-8%	-7%	2%	-1%	?	-3%	1	13%	-1%
Cc1ccc(S(=O)(=O)NCC(C)NS(=O)(=O)c2ccccc2[N+](=O)[O-])cc1 (configuration not stated)
  2%	.	-6%	-10%	-2%	14%	1%	-10%	-1	-23%	-3%
